CCHFV vOTU inh: CCHFV vOTU protease inhibition; AID 651958; 0.55% of 370,000 active; Pep-AMC fluorescence; inhibition, % at 11.5 µM; in the data active = inhibition above about 30%; note: 0% = vehicle wells with enzyme and 100% = no enzyme wells
SARS 3CLpro inh: SARS-CoV 3CLpro protease inhibition; P0C6X7; recombinant SARS-CoV 3CLpro, quenched FRET peptide cleavage; inhibition, % at 6 µM; 0.14% of 290,000 active; AID 1706; in the data active = inhibition above about 12%
BH1578 lux ind: induces V. cholerae light production without autoinducers. V. cholerae BH1578 lux reporter, luminescence, 6 h. activation, % at 18.7 µM. 0.16% of 350,000 active. AID 588436; in the data active = activation mostly above about 9.7%, no sharp cut-off; note: not every result past the cut was called active; inactives centre near 0; reference of the scale not given here
Yp Topo-I inh: blocks Yersinia pestis topoisomerase I activity. Y. pestis Topo-I cleavage product accumulation, plate reader. activity, % at 10 µM. 0.064% of 360,000 active. AID 504884; in the data active = activity above about 50%, passing the limit was not always enough; note: inactives centre near 2
Rv3671c protease: inhibits the M. tuberculosis serine protease Rv3671c; inhibition, % at 5.96 µM; 0.048% of 320,000 active; AID 2606; in the data active = inhibition above about 38%;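 note: extracellular domain of Rv3671c used as enzyme; 0% = enzyme with DMSO and 100% = no enzyme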
Target sequence (P9WHR9 whole entry, looked up, the tested form may be a part): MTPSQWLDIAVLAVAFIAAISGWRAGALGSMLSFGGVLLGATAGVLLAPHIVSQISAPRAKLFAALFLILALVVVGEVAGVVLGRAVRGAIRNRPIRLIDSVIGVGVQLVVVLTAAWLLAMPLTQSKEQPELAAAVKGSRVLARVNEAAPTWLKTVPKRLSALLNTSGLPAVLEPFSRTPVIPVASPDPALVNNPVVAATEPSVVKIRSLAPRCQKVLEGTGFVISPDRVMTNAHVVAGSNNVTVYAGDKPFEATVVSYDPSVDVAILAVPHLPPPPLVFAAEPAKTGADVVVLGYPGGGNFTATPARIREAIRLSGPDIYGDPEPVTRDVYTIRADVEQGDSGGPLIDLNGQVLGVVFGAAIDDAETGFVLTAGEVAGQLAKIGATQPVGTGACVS
MazEF act: MazEF (E. coli) toxin RNase activation; 0.32% of 350,000 active; FAM/BHQ RNA-DNA oligo cleavage fluorescence, 5 h; activation, % at 20 µM; P0AE70; in the data active = activation above about 50%
Target sequence (P0AE70 whole entry, looked up): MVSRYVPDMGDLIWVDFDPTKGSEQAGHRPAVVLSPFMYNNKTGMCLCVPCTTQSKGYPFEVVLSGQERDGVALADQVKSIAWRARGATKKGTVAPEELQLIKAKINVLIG
VHR inh abs: blocks human VHR1 dual specificity phosphatase | recombinant VHR phosphatase, pNPP absorbance | inhibition, % at 13.3 µM | 0.52% of 290,000 active | AID 1654; in the data active = inhibition above about 50%; note: some compounds called inactive have numbers as strong as hits
Target sequence (P51452 whole entry, looked up): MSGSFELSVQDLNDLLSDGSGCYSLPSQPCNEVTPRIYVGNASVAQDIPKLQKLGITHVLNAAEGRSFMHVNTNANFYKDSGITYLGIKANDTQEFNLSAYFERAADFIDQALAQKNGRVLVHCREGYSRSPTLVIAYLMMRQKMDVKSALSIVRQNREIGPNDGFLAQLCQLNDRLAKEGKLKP
PrPC surface inh: inhibitors of human cell surface prion protein PrPC. P04156. inhibition, % at 13.8 µM. TR-FRET read-out. AID 720596. 0.43% of 370,000 active; in the data active = inhibition above about 24%; note: 0% = median of the test wells and 100% = reference compound wells
TcdB GH inh: blocks C. difficile toxin B glycohydrolase activity; P18177; TcdB glycohydrolase enzymatic assay, plate reader; inhibition, % at 9.99 µM; 0.24% of 350,000 active; AID 652162; in the data active = inhibition above about 10%
PriA SSB inh: K. pneumoniae PriA-SSBct interaction inhibition | AlphaScreen SSBct-PriA binding, biotinylated peptide | 0.6% of 430,000 active | inhibition, % at 33 µM; in the data active = inhibition mostly above about 37%, no sharp cut-off; inactive = mostly below about 20%;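 note: plate controls were negative control peptide for no effect and reference peptide for full effect; strong numbers were not always called active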
* hit, by the source's call; i = inactive; / = not tested or not shown; & = joins results of further samples. Only part of the results is shown (hit frequency here may not be typical).

Every second line gives: PrPC surface inh | SARS 3CLpro inh | CCHFV vOTU inh | BH1578 lux ind | MazEF act | TcdB GH inh | PriA SSB inh | Yp Topo-I inh | VHR inh abs | Rv3671c protease
- c1ccc(CN2CCC3CC2c2cc(N4CCCCC4)ccc23)cc1 (configuration not stated)
  0 | / | 19 | 0.7 | 10 | 0.1 | / | 13 | / | /
- COc1cc(Nc2ccccc2Cl)c([N+](=O)[O-])nc1[N+](=O)[O-]
  -20 | 1 | 31* | -1.7 | -2 | / | 8 | 13 | 8 | -19
- CN1CCN(S(=O)(=O)c2ccc3[nH]c(=O)oc3c2)CC1
  11 | 1 | 1 | -2.7 | 12 | / | 1 | 4 | 0 | 1
- CCCC#Cc1cnc2c(c1)C(=O)N([C@H](C)CO)C[C@H](C)[C@@H](CN(C)C(=O)CCN1CCCCC1)O2
  7 | / | 12 | -0.6 | 5 | -0.7&-17&0.0 | / | 8 | / | /
- Cc1nc2c(sc(=S)n2Cc2ccco2)c(=O)n1CC(=O)Nc1ccccc1F
  7 | 3 | 5 | -0.3 | -6 | -1.3 | -1 | 5 | 17 | 2
- CC(=O)c1cccc(CN2CCC(n3nccc3NC(=O)c3ccc4c(c3)OCO4)CC2)c1
  -4 | -3 | 3 | i | 0 | -0.5 | -4 | 3 | -17 | -2
- COc1ccc(S(=O)(=O)N2CCCCCC2)cc1C(=O)N1CCN(C(C)=O)CC1
  -6 | / | -5 | 1.2 | 5 | 1.5 | / | -1 | / | /
- Cn1c(CCCCCN)nc2ccccc21
  -6 | -5 | -2 | -0.2 | -6 | / | 8 | 13 | 17 | 0
- S=C(NCc1cccs1)Nc1ccccc1
  0 | 3 | -11 | i | 5 | 0.5 | 7 | -6 | 13 | -8
- COc1cccc(CNC(=O)CCC(=O)N2CCOCC2)c1
  0 | / | -11 | -0.4 | 4 | -1.0 | -10 | 7 | / | -4
- COc1ccc(CN(C)S(=O)(=O)c2ccc3c(c2)OCCO3)cc1
  -1 | 4 | 3 | -0.6 | 1 | -1.3 | 3 | 19 | 11 | 8
- CCOC(=O)C1CCCN(c2oc(-c3ccc(OC)cc3)nc2C#N)C1 (configuration not stated)
  7 | 6 | -41 | i | 0 | 2.1 | 33 | 9 | -5 | -2
- CC(C)n1ncc2c(C(=O)NCCc3ccc(S(N)(=O)=O)cc3)cc(C3CC3)nc21
  5 | / | -15 | -0.6 | -10 | -2.3 | 0 | 12 | / | /
- CCOc1ccc(S(=O)(=O)NN)cc1
  3 | -1 | 11 | i | 50* | / | -9 | -2 | 7 | -11
- Cc1cc(Cl)ccc1OCC(=O)Nc1ccccc1CO
  10 | -4 | 3 | -0.1 | -6 | / | 2 | 2 | -8 | -3
- CC(C)c1nnc(NC(=O)CC(C)c2ccccc2)s1 (configuration not stated)
  5 | 4 | 4 | -0.7 | 0 | -3.5 | 0 | 1 | -8 | 3
- CCOC(=O)C1=C(CC)Nc2ccccc2N=C1NC(=O)Nc1ccc(Cl)c(Cl)c1
  -2 | -1 | 0 | -0.8 | 4 | 0.2 | -9 | -10 | 12 | -179
- FC(F)(F)c1nc2nc(Cl)c(Cl)nc2n1CCCN1CCOCC1
  -2 | / | -88 | i | 1 | 6.7 | / | 2 | / | /
- CC(=O)c1cccc(NC(=S)NC2CCCCC2)c1
  -3 | 5 | 1 | -0.1 | -3 | / | -4 | -8 | 4 | -2
- CCCc1cc(=O)oc2c(CN3CCCC3)c(O)ccc12
  2 | -6 | -253 | -0.7 | 1 | / | -14 | 2 | -28 | 0

Ordered by length of the SMILES (smallest number first): some entries from above
Every second line gives: PrPC surface inh | SARS 3CLpro inh | CCHFV vOTU inh | BH1578 lux ind | MazEF act | TcdB GH inh | PriA SSB inh | Yp Topo-I inh | VHR inh abs | Rv3671c protease
- CC(=O)c1cccc(NC(=S)NC2CCCCC2)c1
  -3 | 5 | 1 | -0.1 | -3 | / | -4 | -8 | 4 | -2
- CC(C)c1nnc(NC(=O)CC(C)c2ccccc2)s1 (configuration not stated)
  5 | 4 | 4 | -0.7 | 0 | -3.5 | 0 | 1 | -8 | 3
- CCCc1cc(=O)oc2c(CN3CCCC3)c(O)ccc12
  2 | -6 | -253 | -0.7 | 1 | / | -14 | 2 | -28 | 0
- CN1CCN(S(=O)(=O)c2ccc3[nH]c(=O)oc3c2)CC1
  11 | 1 | 1 | -2.7 | 12 | / | 1 | 4 | 0 | 1
- Cc1nc2c(sc(=S)n2Cc2ccco2)c(=O)n1CC(=O)Nc1ccccc1F
  7 | 3 | 5 | -0.3 | -6 | -1.3 | -1 | 5 | 17 | 2
- CCOC(=O)C1=C(CC)Nc2ccccc2N=C1NC(=O)Nc1ccc(Cl)c(Cl)c1
  -2 | -1 | 0 | -0.8 | 4 | 0.2 | -9 | -10 | 12 | -179
- CC(=O)c1cccc(CN2CCC(n3nccc3NC(=O)c3ccc4c(c3)OCO4)CC2)c1
  -4 | -3 | 3 | i | 0 | -0.5 | -4 | 3 | -17 | -2

One compound at a time (already shown):
`CC(=O)c1cccc(CN2CCC(n3nccc3NC(=O)c3ccc4c(c3)OCO4)CC2)c1` across the screens: PrPC surface inh: -4; SARS 3CLpro inh: -3; CCHFV vOTU inh: 3; BH1578 lux ind: i; MazEF act: 0; TcdB GH inh: -0.5; PriA SSB inh: -4; Yp Topo-I inh: 3; VHR inh abs: -17; Rv3671c protease: -2
`CCCc1cc(=O)oc2c(CN3CCCC3)c(O)ccc12` across the screens: PrPC surface inh: 2; SARS 3CLpro inh: -6; CCHFV vOTU inh: -253; BH1578 lux ind: -0.7; MazEF act: 1; TcdB GH inh: /; PriA SSB inh: -14; Yp Topo-I inh: 2; VHR inh abs: -28; Rv3671c protease: 0

(further entries)
Every second line gives: PrPC surface inh | SARS 3CLpro inh | CCHFV vOTU inh | BH1578 lux ind | MazEF act | TcdB GH inh | PriA SSB inh | Yp Topo-I inh | VHR inh abs | Rv3671c protease
- CC(C)N(C(=O)[C@H]1CC(CC(=O)NCCc2ccccn2)C(=O)N2CCc3c([nH]c4ccccc34)[C@]12C)C(C)C (some centres not stated)
  6 | / | 16 | 3.1 | 1 | -2.5 | 3 | 26 | / | 0
- O=c1oc2ccccc2c(NC2CCCCC2)c1NS(=O)(=O)c1ccc(Br)cc1
  / | 2 | / | -0.3 | -5 | / | 22 | 22 | 2 | -13
- N#C/C=C1/NC(=O)c2ccccc2S1
  -1 | -1 | 17 | i | 27 | / | -2 | 4 | 8 | -6
- COc1ccc(NS(=O)(=O)c2ccc(N3CC(O)=C(c4ccccc4)C3=N)cc2)cc1
  -4 | 2 | 7 | -0.6 | -5 | 1.5 | 0 | -12 | 27 | 3
- Clc1ccc(OCCSc2ncccn2)c(Br)c1
  2 | 4 | -4 | -0.3 | 1 | 0.2 | -52 | 2 | 31 | -1
- COCCNC(=O)c1cc(-c2ccc(OC)c(OC)c2)on1
  -4 | 1 | -14 | i | 0 | / | 1 | 3 | -13 | 1
- CCN1CCN(C(=O)CSc2cc(=O)n(C)c3ccccc23)CC1
  8 | -4 | -6 | 0.0 | -22 | 0.7 | -9 | -5 | -6 | 0
- COc1cc(C(=O)NCc2nnc(SCC(=O)N3CCCC3)o2)cc(OC)c1OC
  1 | 3 | 13 | -0.4 | 3 | 0.8 | -6 | -4 | 10 | -3
- CCCCOc1ccc(NC(=O)CN2CCN(CC)CC2)cc1
  -1 | 1 | -12 | 0.7 | -3 | 0.2 | -9 | -7 | 12 | /
- Cc1ccc(C)c(N2CCN(C(=O)CCCn3ncn4c(cc5occc54)c3=O)CC2)c1
  0 | -1 | 4 | i | 5 | 1.2 | 6 | 38 | -13 | 10
- O=C(c1cc(C2CC2)nn1-c1ccccc1)N1CCN(S(=O)(=O)c2c(F)cccc2F)CC1
  -8 | / | 18 | 1.6 | 4 | 0.2 | -17 | 17 | / | -7
- O=C(NCCc1ccc2c(c1)OCCO2)c1ccc(F)cc1
  11 | -3 | -5 | -0.3 | -8 | / | -5 | 0 | 8 | 2
- CCS(=O)(=O)Nc1cccc(C2=NN(S(=O)(=O)c3ccccc3)C(c3ccco3)C2)c1 (configuration not stated)
  5 | 2 | 9 | -0.3 | 6 | 0.9 | 2 | 4 | -1 | 5
- CC(C)(C)C(=O)N(Cc1ccc(Cl)cc1)Cc1cccnc1
  -3 | 5 | 7 | -0.8 | -9 | 0.2 | -2 | -2 | -8 | -1
- C[C@@H]1CCC(=O)N(CC[C@H](N=[N+]=[N-])c2ccccc2)CC1
  4 | -6 | 19 | -2.0 | 5 | -7.1 | -23 | 4 | 20 | -1
- COc1ccc(C(=O)OCC(=O)N(Cc2ccccc2)Cc2ccccc2)c(O)c1
  9 | / | 0 | -0.9 | 1 | -0.3 | / | 37 | / | /
- O=C1c2ccccc2C(=O)c2c(NCc3cccnc3)cccc21
  -17 | 0 | 0 | -0.3 | -25 | / | 11 | -2 | 11 | -12
- O=C(COc1ccc(Br)cc1)Nc1nc(-c2cccnc2)cs1
  -6 | -5 | -4 | i | -18 | 0.0 | 0 | 4 | 20 | -23
- COc1cc(C2NC(=O)NC(C)=C2C(=O)OC2CCCCC2)cc(Br)c1O (configuration not stated)
  6 | 2 | 9 | i | -10 | / | 7 | -1 | -21 | -4
- CCOC(=O)N1CCN(C(=O)CSc2nc3ccccc3c(=O)n2-c2ccccc2)CC1
  10 | 0 | 26 | i | -1 | / | -3 | 24 | -1 | -5
- O=C(CN1CCCC1)Nc1cccc(Cl)c1
  5 | 1 | 5 | -0.3 | 1 | 1.0 | 5 | 3 | / | -5
- CC(=O)N1c2ccc(S(=O)(=O)N3CCCC(C(=O)NC4CCCC(C)C4C)C3)cc2CC1C (configuration not stated)
  13 | -5 | -4 | -0.7 | 0 | 1.6 | 2 | 17 | 8 | 2
- O=C(CSc1nnc(NC(=O)c2ccco2)s1)Nc1cccc(F)c1
  1 | 0 | 10 | -0.3 | 6 | 1.9 | -6 | 4 | -5 | -9
- O=C(COC(=O)c1ccc(F)cc1F)NCCC1=CCCCC1
  -5 | / | 10 | i | 7 | 0.3 | -21 | 8 | / | -4
- CCOC(=O)CNC(=O)CSc1ncnc2c1cnn2-c1ccc(C)cc1
  -4 | 3 | 5 | 0.0 | 5 | / | -22 | 9 | 2 | 1
- Cc1ccc(Nc2nc(NCCO)c3ccccc3n2)cc1C
  8 | 1 | -1 | -0.6 | 40 | -0.1 | -3 | -15 | 31 | -6
- CCOC(=O)c1nnc(-c2cccs2)nc1NC(C)C
  -14 | 0 | 2 | i | 5 | / | -5 | 4 | 13 | 9
- COc1ccc(CN(C)[C@H]2C[C@H]3c4[nH]c5ccccc5c4CCN3C[C@H]2[C@H](C)O)cc1
  -13 | / | -7 | -0.4 | -5 | 1.7 | / | 0 | / | /
- CC(C)NC(=O)Nc1nnc([C@@H]2C[C@H](O)[C@@H](CO)O2)s1
  -2 | / | -2 | -2.5 | / | -0.1 | / | -4 | / | /
- Cc1ccc(CSCCNC(=O)CSCc2ccc([N+](=O)[O-])cc2)cc1
  -3 | 1 | -9 | 0.9 | -9 | / | -11 | 31 | -2 | 1
- CCN(CC(=O)Nc1ccccc1SC)Cc1nc2ccccc2c(=O)[nH]1
  0 | 0 | 12 | -0.3 | -1 | 2.2 | -18 | -2 | 5 | 5
- Cc1ccc(-c2nc(-c3ccccc3)no2)cc1
  -10 | 5 | 3 | 3.1 | 1 | / | 0 | -1 | 29 | -1
- COc1ccc(OCc2cn3c(C)cc(C)nc3n2)cc1
  -2 | 0 | -8 | 126* | -2 | 3.2 | -11 | 2 | 27 | -9
- CCOC(=O)c1cn2nc(SCc3ccccc3)nc2nc1C
  0 | -1 | 8 | -0.5 | -2 | -0.1 | -32 | 28 | 20 | 4
- c1ccc(-c2nnc(OCC3CCCO3)c3ccccc23)cc1 (configuration not stated)
  -2 | 6 | -11 | 0.4 | 2 | 11* | -14 | 15 | 21 | -4
- Cc1c(Cl)cccc1NC(=O)Cn1cc(C(F)(F)F)cc(Cl)c1=O
  5 | 0 | 8 | i | 0 | -0.1 | -8 | 1 | 12 | -4
- COc1cccc(C(=O)NN2CC(O)=C(c3nc(C)cs3)C2=N)c1
  2 | -4 | 5 | -0.8 | -8 | 0.6 | -5 | -1 | -5 | -3
- CCOc1ccc([C@@H]2CC=C(C(=O)O)[C@H](c3ccc(Cl)cc3)N2S(=O)(=O)c2ccc(C)cc2)cc1
  -6 | / | 16 | -0.4 | 0 | -2.2 | -9 | 5 | / | -12
- CC(C)C(N)c1csc(NC(=O)Nc2cccc(C(F)(F)F)c2)n1 (configuration not stated)
  2 | / | 1 | i | / | 1.0 | / | -21 | / | /

Compound activity: PubChem, several laboratories
